Source: PubChem BioAssay
ELG1 repair inh = ELG1-dependent DNA repair inhibition; HEK293T ELG1-luciferase reporter, luminescence, 16 h; DNA damage induced by 5-fluorouridine; Potency, µM (top dose mostly 46.1 µM), for inactives: top-dose activity change, negative = inhibition, most hits filed as inhibitors; actives 2.3% (n = 330,000); further: potency means the concentration at half of the fitted maximal effect; on the % scale 0 is the no-effect control and ±100 the full control effect; nearly all actives have a fitted effect of over 55% in size
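Quantitative HTS, concentration-response format. 2,000 cells/well co-treated with 5-fluorouridine and compound, 16 hr in 5% CO2 at 37 °C; ONE-Glo luminescence read after 30 min.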
Mito fusion act = inhibitors of mitochondrial division or activators of mitochondrial fusion; Potency, µM (highest dose often 46.1 µM), for the others: at the top dose growth rescue (activation), usual class: activators; S. cerevisiae fusion-defective mutant growth rescue, CellTiterGlo 48 h; actives 0.23% (n = 320,000);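 further: potency means the concentration at half of the fitted maximal effect; % of control where 0% means no effect; nearly all actives have a fitted effect of over 45% in size; temperature-sensitive fusion mutants such as fzo1-1 at 37 °C on non-fermentable ethanol glycerol medium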
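S. cerevisiae fusion-defective temperature-sensitive mutants (e.g. fzo1-1, mgm1-5) grown 48 h at 37C in YPEG (ethanol/glycerol non-fermentable) medium with 23 nl compound per well; growth rescue read as CellTiterGlo luminescence.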
KCNH2 3.1 block = KCNH2 3.1 (human) potassium channel inhibition; U2OS KCNH2 3.1, thallium flux FluxOr; active compounds read low; activity change, % (tested at about 1.8 µM); actives 0.95% (n = 340,000); AID 720553;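 active means maximum activity change below -70%; inconclusive means maximum activity change from -70% to -50%; inactive means maximum activity change above -50%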;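 further: thallium influx rate constant from kinetic fluorescence after stimulation buffer; on the % scale 0 is the no-effect control and ±100 the full control effect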
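Kinetic fluorescence (2 min after stimulation buffer) measures Tl+ influx through KCNH2 3.1 expressed by viral transduction in U2OS cells; the rate constant is normalized against DMSO controls serving as positive and negative references.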
hERG WT inh = blocks the wildtype human KCNH2 potassium channel; actives 0.37% (n = 340,000); Q12809; U2OS, BacMam KCNH2, thallium flux FluxOr; active compounds read low; activity change, % at 1.84 µM;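 active means maximum activity change below -70%; inconclusive means maximum activity change between -70% and -50%; inactive means maximum activity change above -50%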; further: on the % scale 0 is the no-effect control and ±100 the full control effect
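U2OS cells were transduced with wild-type KCNH2 virus (2.03 x 10^8 / mL) for 4 h at room temperature, then cultured overnight at 37 C. Thallium flux was read with FluxOr dye. Rate constants were normalized to DMSO controls.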
TRPV1 ag = activates the human vanilloid receptor TRPV1; TRPV1-expressing cells, Fluo-8 calcium influx, agonist mode; activation, % at 8.33 µM; actives 0.19% (n = 320,000); AID 540275; in the data active means activation above about 80%; inconclusive means between about 30% and that limit; further: 0% is about no effect
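Cells expressing TRPV1 were dye-loaded with Fluo-8 and read kinetically: 10 s baseline, 3 min after compound (agonist portion), then 2 min after EC20 capsaicin (allosteric enhancer portion). Calcium-bound dye fluorescence at 480/520 nm.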
A-T KAP1 phos = potential ataxia-telangiectasia treatment; […] A-T fibroblasts, KAP-1 phosphorylation AlphaLISA; neocarzinostatin DNA damage 30 min before lysis; Potency, µM (highest dose often 57.5 µM), inactives show top-dose activation, hits mostly activators; actives 0.19% (n = 320,000); further: potency means the concentration at half of the fitted maximal effect; % of control where 0% means no effect; nearly all actives have a fitted effect of over 45% in size
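hTERT-immortalized A-T patient fibroblasts ([…]), 500 cells/well in OPTI-MEM, 1% FBS, got compounds for 60 min, then NCS for 30 min at 37C. Lysates were then assayed for phospho-KAP-1 by AlphaLISA (anti-pKAP1 donor, anti-KAP1 acceptor beads), 6 hr at 25C.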
TSHR antagonist = antagonists of human thyroid stimulating hormone receptor | actives 0.2% (n = 330,000) | P16473 | TSHR-expressing cells, TSH-stimulated cAMP HTRF, 2 h; active compounds read low | activity change, negative = inhibition, % at 11.5 µM;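 active means activity change below a set negative limit, meaning inhibition stronger than a set level, cut at about -70% in these data; inconclusive means activity change between two set negative limits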; further: on the % scale 0 is the no-effect control and ±100 the full control effect
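Cell-based HTRF cAMP assay; TSHR cells + compound, TSH EC80 (4nM final), 2 h, 37 deg C. Lysis with anti-cAMP cryptate and cAMP-d2, 30 min RT, read 665/620 nm.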
TCR activator = T cell receptor activation; 330,000 tested, under 10 active; Potency, µM (top dose mostly 9.22 µM), without a hit: top-dose activation of IL-2 secretion, usual class: activators; primary human leukocytes, anti-CD3, IL-2 HTRF, 48 h; further: % of control where 0% means no effect
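Primary human leukocytes incubated 48 hr with anti-CD3 beads plus compound, without co-stimulation. Secreted IL-2 measured by HTRF (europium cryptate/d2 anti-IL-2 pair, 320 nm excitation, 665 nm emission).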
USP2a block = blocks human ubiquitin-specific protease USP2a; O75604; USP2 core, Ub-CHOP2 coupled fluorogenic reporter, 485/531; Potency, µM (titrated, usually from 38.3 µM), without a hit: top-dose activity change, negative = inhibition, usual class: inhibitors; actives 0.01% (n = 330,000);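 further: potency means the concentration at half of the fitted maximal effect; plate controls were DMSO wells for no effect and full inhibition by NEM control for full effect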
Target sequence (O75604 whole entry, looked up): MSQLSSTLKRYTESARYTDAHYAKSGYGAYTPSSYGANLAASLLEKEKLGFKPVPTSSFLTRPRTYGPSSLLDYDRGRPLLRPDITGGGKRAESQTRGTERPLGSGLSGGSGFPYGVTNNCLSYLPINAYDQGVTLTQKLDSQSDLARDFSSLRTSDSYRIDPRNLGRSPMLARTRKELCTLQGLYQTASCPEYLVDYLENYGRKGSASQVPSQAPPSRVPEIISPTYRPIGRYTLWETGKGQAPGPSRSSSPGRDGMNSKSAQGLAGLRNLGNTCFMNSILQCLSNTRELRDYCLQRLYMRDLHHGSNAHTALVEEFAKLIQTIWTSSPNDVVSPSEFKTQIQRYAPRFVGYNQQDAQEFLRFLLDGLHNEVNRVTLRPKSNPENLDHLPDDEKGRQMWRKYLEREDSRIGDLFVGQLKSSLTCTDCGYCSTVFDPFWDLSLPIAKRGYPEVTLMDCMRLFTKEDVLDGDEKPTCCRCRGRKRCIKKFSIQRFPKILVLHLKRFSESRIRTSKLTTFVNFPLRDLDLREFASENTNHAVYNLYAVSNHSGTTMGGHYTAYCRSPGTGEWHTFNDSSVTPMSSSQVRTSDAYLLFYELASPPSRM
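Cell-free coupled assay: 10nM USP2 core preincubated 30min RT with compound in Tris-HCl pH 8.0/CaCl2/CHAPS buffer, then 25nM Ub-CHOP2 and 25nM reporter substrate; fluorescence (Ex 485/Em 531) read after 60min RT, normalized to NEM inhibition, concentration-response curves fitted.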
Eya2 phos inh = blocks the phosphatase activity of human Eya2 | recombinant Eya2, OMFP fluorescence dephosphorylation (OMFP is methylfluorescein phosphate) | Potency, µM (highest dose often 76.9 µM), for inactives: at the top dose activity, negative = inhibition, hits mostly inhibitors | actives 0.006% (n = 330,000) | AID 488837; further: potency means the concentration at half of the fitted maximal effect; on the % scale 0 is the no-effect control and ±100 the full control effect
Target sequence (O00167 whole entry, looked up): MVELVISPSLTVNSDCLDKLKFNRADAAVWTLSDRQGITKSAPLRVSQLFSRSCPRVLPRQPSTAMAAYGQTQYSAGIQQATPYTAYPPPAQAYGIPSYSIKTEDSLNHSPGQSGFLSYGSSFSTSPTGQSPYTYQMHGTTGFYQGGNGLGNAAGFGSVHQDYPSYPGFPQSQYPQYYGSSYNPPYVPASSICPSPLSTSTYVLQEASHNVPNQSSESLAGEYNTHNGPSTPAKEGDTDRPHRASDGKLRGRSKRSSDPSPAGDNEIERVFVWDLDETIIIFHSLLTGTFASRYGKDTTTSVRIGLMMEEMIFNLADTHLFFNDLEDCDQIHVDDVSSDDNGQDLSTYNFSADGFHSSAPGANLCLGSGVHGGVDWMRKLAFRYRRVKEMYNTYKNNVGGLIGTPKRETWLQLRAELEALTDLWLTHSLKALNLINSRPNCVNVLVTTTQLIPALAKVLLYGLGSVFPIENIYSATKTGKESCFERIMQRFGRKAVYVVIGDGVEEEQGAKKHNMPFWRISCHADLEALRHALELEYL
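Eya2 protein (added as 0.2 uM solution) was preincubated with compound for 10 min at ambient temperature in 50 mM HEPES pH 7.5, 50 mM NaCl, 5 uM MgCl2, 0.05% BSA, 1 mM DTT. OMFP (added at 50 uM) then reacted 10 min; fluorescence read at 485/525 nm.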
The depositor's hits bear a star; ? = inconclusive; . = not tested or not shown; [ ] = dose if it differs, or a comment. Unless noted, the call rests on the fitted dose curve; in most records, active means well fitted curve in the direction sought with a large enough effect; inconclusive means small, poorly fitted or top-dose-only effect, or another doubt; inactive means no such curve, though single readings can be large; an effect the other way counts as inactive or inconclusive. An excerpt; count on the stated rates, not on these rows.

SMILES	ELG1 repair inh	Mito fusion act	KCNH2 3.1 block	hERG WT inh	TRPV1 ag	A-T KAP1 phos	TSHR antagonist	TCR activator	USP2a block	Eya2 phos inh
Cc1ccc(OCCC(=O)OCC(=O)Nc2cc(C)nn2-c2ccccc2)cc1	4%	-1%	5	7	6	1%	2	-3%	0%	-11%
Cc1c(C=O)c2ccccc2n1CC(=O)O	8%	1%	9	0	1	7%	-6	-1%	12%	9%
COC(=O)[C@]1(Cc2ccccc2)N[C@H](CN(C)S(=O)(=O)c2ccc(-c3ccccc3)cc2)[C@@H]2C(=O)N(Cc3ccccc3)C(=O)[C@@H]21	9%	.	-6	1	.	-6%	-2	1%	0%	3%
Cc1cc(NC(=O)CN2C(=O)S/C(=C\c3ccccc3)C2=O)no1	-7%	1%	5	0	-3	4%	-6	-5%[46.1 µM]	-2%	-1%
O=C(CCCSc1ccccc1)Nc1nc(-c2ccccn2)cs1	?	18%	-18	0	?	5%	-12	2%	-1%	13%
CC(=O)Nc1ccc(CC(=O)NCCC(c2ccccc2)c2ccccc2)cc1	-8%	9%	-15	-7	?	-2%	14	1%	1%	-15%
CCNC(=S)N(Cc1cccs1)Cc1cc2cc(OCC)ccc2[nH]c1=O	?	-5%	1	-4	-2	7%	-5	0%[46.1 µM]	2%	2%
CC1CCCC(C)N1S(=O)(=O)c1ccc(NC(=O)CNCC2CCCO2)cc1 (centres undefined)	-10%	-5%	5	-2	5	1%	0	.	2%	2%
CN(C)c1c(F)cc(-c2nn[nH]n2)cc1F	?	-1%	20	3	-2	-5%	-7	8%	1%	16%
Cc1[nH]ccc(=O)c1OCC(=O)O	6%	3%	-6	-5	-10	5%	-3	-6%	0%	-1%
CC(C)OC(=O)c1c(N)n(CCCN2CCOCC2)c2nc3ccccc3nc12	-21%	0%	1	-23	13	.	0	-4%	-6%	-5%
CC(C)(C)c1ccc(C(=O)NN2CCOCC2)cc1	0%	0%	-4	1	-1	15%	7	19%	0%	0%
NS(=O)(=O)c1ccc(NC(=O)CSc2nc3ccccc3nc2N2CCOCC2)cc1	-5%	0%	21	0	?	-5%	10	-2%	1%	-15%
O=c1c2ccccc2nnn1Cc1ccc(Br)cc1	2%	1%	-2	-1	14	3%	5	6%	0%	-3%
Cc1nn(CC(=O)N2CCCCCC2)c(=O)c2cc3occc3n12	18%	5%	-24	4	0	-2%	-1	-1%	0%	8%
Cc1cc(NC(=O)c2ccc3c(c2)C(=O)N(c2cccc(C)c2C)C3=O)no1	1%	0%	-6	0	-2	-2%	-29	0%	0%	0%
Cc1nc2ccc(Nc3nc4cc(S(=O)(=O)N5CCOCC5)ccc4o3)cc2s1	-1%	-3%	-6	-1	6	9%	-44	10%	1%	4%[15.4 µM]
CC1CCN(CC(O)COC2CCC(C(C)(C)C)CC2)CC1 (centres undefined)	5%	26%	-11	-17	-1	2%	4	2%	0%	-26%
CC(C)c1ccc(/C=C/C(=O)Nc2ccc(CN3CCOCC3)cc2)cc1	9.2µM*	24%	4	7	30	-9%	-10	-2%	2%	-5%
CCOC(=O)C(C)Oc1ccc(OCc2ccccc2)cc1 (centres undefined)	-14%	0%	-5	-3	14	0%	4	-2%	2%	?
COc1ccc(OC)c(C2=NS(=O)(=O)N(C)C(C(=O)N3CCC4(CC3)OCCO4)=C2)c1	-2%	2%	3	13	0	-1%	-9	5%	0%	2%
CC(=O)Nc1ccc(N=C(C2=C(O)c3ccccc3C2=O)c2ccccc2)cc1	-11%	20%	-27	.	17	0%	-7	-11%	1%	-4%
CCCCC(CCC(=O)O)(C(=O)OCC)c1csc(Nc2ccccc2)n1 (centres undefined)	-12%	-6%	-4	1	2	5%	0	-3%	1%	3%
O=C(c1ccccc1F)N1CCN(c2cccc(C(F)(F)F)c2)CC1	2%	0%	-16	3	17	-3%	-3	6%	-2%	-3%
CCCOc1ccc(CNC(=O)Cn2c(=O)oc3ccccc32)cc1	9%	-2%	3	-1	7	7%	-3	0%	3%	14%
O=C(Nc1ccccc1-c1ccccc1)C1CCC1	?	12%	-14	9	0	-1%	-1	7%	0%	3%
COc1ccc(OC)c2c(C)cc(C)nc12	2%	-7%	3	-1	0	10%	2	7%	0%	-8%
COc1cc(COCC(O)CN2CCN(Cc3ccccc3)CC2)cc(OC)c1OC (centres undefined)	2%	8%	-34	-19	1	2%	2	-15%	1%	-8%
Cc1nc2sc(C(c3cccs3)N3CCC(C(N)=O)CC3)c(O)n2n1 (centres undefined)	19%	-2%	-3	-4	4	15%	46	0%[46.1 µM]	-1%	1%
O=C(N[C@@H](Cc1ccccc1)C(=O)O)c1cccnc1	4%	-2%	1	5	2	0%	-7	3%	-1%	7%

Whole records from above. Values in the order: ELG1 repair inh | Mito fusion act | KCNH2 3.1 block | hERG WT inh | TRPV1 ag | A-T KAP1 phos | TSHR antagonist | TCR activator | USP2a block | Eya2 phos inh
Results for CC(=O)Nc1ccc(N=C(C2=C(O)c3ccccc3C2=O)c2ccccc2)cc1 : -11% | 20% | -27 | . | 17 | 0% | -7 | -11% | 1% | -4%
Results for CC(C)c1ccc(/C=C/C(=O)Nc2ccc(CN3CCOCC3)cc2)cc1 : 9.2µM* | 24% | 4 | 7 | 30 | -9% | -10 | -2% | 2% | -5%
Results for Cc1ccc(OCCC(=O)OCC(=O)Nc2cc(C)nn2-c2ccccc2)cc1 : 4% | -1% | 5 | 7 | 6 | 1% | 2 | -3% | 0% | -11%

(cont.)
SMILES	ELG1 repair inh	Mito fusion act	KCNH2 3.1 block	hERG WT inh	TRPV1 ag	A-T KAP1 phos	TSHR antagonist	TCR activator	USP2a block	Eya2 phos inh
COc1cc(NC(=O)C2C3C=CC(C3)C2C(=O)O)ccc1NC(=O)c1ccccc1 (centres undefined)	3%	3%	.	30	3	-2%	-4	2%	-1%	7%
Cc1ccc(-c2nc(CS(=O)CC(=O)NC3CCCCC3)c(C)o2)cc1 (centres undefined)	4%	4%	15	-2	22	1%	-11	9%	0%	-9%
CC(=O)OCn1ncc(N2CCOCC2)c(Br)c1=O	-3%	4%	-5	-6	1	-33%	-5	7%	-1%	-3%
CC(=O)NCCC(=O)NCc1ccc(F)cc1	-5%	0%	12	3	1	-4%	23	-6%	6%	-2%
O=[N+]([O-])c1ccc(N2CCN(C(=S)NCc3ccc(Cl)cc3)CC2)cc1	15µM*	-20%	-93*	-26	13	2%	-44	-8%	3%	-5%
Cn1ccnc1SCC(=O)N(C1CCCCC1)C1CCCCC1	-2%	-7%	2	3	2	3%	6	6%	1%	14%
O=C1CN(C(=O)c2c(F)cccc2F)C(c2ccc(F)cc2)c2cc(F)ccc2N1 (centres undefined)	?	-10%	0	-2	21	6%	4	9%	1%	0%
C/C(Cc1ccccc1)=N\NC(=O)CNC(=O)Cc1ccccc1	4%	3%	3	0	0	-13%	2	-3%	0%	6%
CC(C)[C@H](NC(=O)NCCC1=CCCCC1)C(=O)O	-4%	1%	0	4	2	8%	1	-5%	-1%	-1%
COc1ccc2[nH]c(=O)c(CN(CCO)S(=O)(=O)c3ccc4c(c3)OCCO4)cc2c1	-4%	-14%	-8	2	5	6%	8	1%	0%	-3%
COc1ccc2c(c1)c(C(C)=O)c(C)n2C	-10%	-1%	5	-1	-4	7%	11	6%	3%	-11%
CC(=O)Nc1ccc(S(=O)(=O)NCc2ccc(C(=O)NCCN3CCCCCC3)cc2)cc1	-2%	-1%	9	1	3	-4%	12	0%	3%	3%
CCCCCCNC(=O)C(C(=O)OCC)C1CCCCC1 (centres undefined)	-1%	-2%	-7	2	1	9%	4	-73%	0%	0%
COC(=O)c1c(-c2ccc(N(C)C)cc2)sc2ccc(OC)cc12	?	.	-5	-13	.	25µM*	-19	4%	0%	-3%
O=C(CSc1ccccc1)Nc1ccc(Cl)c(S(=O)(=O)N2CCOCC2)c1	13µM*	.	-18	0	.	22%	27	-2%[46.1 µM]	-5%	-4%
CCOC(=O)CSc1nc2ccccc2n1C(=O)OCC	3%	3%	-18	-5	0	10%	2	-3%	3%	-2%
O=C(NCCCN1CCN(c2cccc(Cl)c2)CC1)c1cccc(N2CCCC2=O)c1	-12%	-1%	-3	33	3	2%	7	-3%[46.1 µM]	6%	1%
Cc1ccc2cc(-c3noc(C4CCCO4)n3)c(=O)[nH]c2c1 (centres undefined)	?	1%	2	-10	.	11%	0	0%	1%	11%
O=[N+]([O-])c1ccc(N/N=C/c2ccc(O)c(O)c2O)c(S(=O)(=O)N2CCOCC2)c1	1%	8%	-10	2	0	-4%	6	-10%	-23%	3%
COc1ccc(-c2cn[nH]c2-c2ccc(OCc3ccc(F)cc3)cc2O)cc1OC	?	17%	-17	-7	2	-3%	-2	-1%	-3%	-9%
CCn1nccc1C(=O)Nc1ccc(Cl)cc1Cl	?	6%	5	5	7	10%	-2	10%	2%	-27%
COC(=O)c1ccc(NN=Nc2ccc(C)cc2)cc1	?	-6%	8	-8	2	0%	0	-4%[46.1 µM]	1%	3%
